Scp-1 inhibitor: Scp-1 phosphatase inhibitors, primary screen, biochemical, colorimetric, uHTS | Recombinant Scp1, phosphopeptide, malachite green phosphate absorbance | inhibition, % at 20 µM | actives 0.88% (n = 340,000) | AID 493091, 2011;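 active = inhibition above about 50% at 20 µM, limit read from the data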;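 also: plate controls were DMSO wells with enzyme for no effect and wells lacking enzyme for full effect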
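assay system = SCP-1 phosphatase catalytic domain, residues 76-261 | buffer or medium = 50 mM Tris acetate pH 5.5, 0.005% Tween-20, 10 mM MgCl2 | incubation = enzyme reaction 45 min at room temperature, colour 5 min, stabilisation 30 min | signal = Phosphate-binding colour reagent, absorbance read at 630 nm | measure = % inhibition at 20 µM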
STEP inh: STEP phosphatase inhibitors, primary screen, biochemical, fluorescence intensity, uHTS; actives 0.25% (n = 360,000); inhibition, % at 20 µM; Tyrosine-protein phosphatase non-receptor type 5 (Homo sapiens), P54829; recombinant STEP, OMFP fluorogenic substrate;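 active = inhibition at 20 µM, scaled per plate between control wells, above about 37%, limit read from the data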;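 also: 0% = DMSO with enzyme and substrate and 100% = substrate only without enzyme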
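Assay system: isolated STEP enzyme. Buffer or medium: pH 6.0 Bis-Tris with DTT and Tween 20. Also added: fluorogenic phosphatase substrate OMFP at 25 µM final. Dosing: 20 µM, 1% DMSO. Timing: 20 min reaction, room temperature, in the dark. Measured by: fluorescence intensity, excitation 480 nm, emission 540 nm. Evaluation: normalized % inhibition.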
Neddyl block: inhibitors of cullin neddylation, primary screen, biochemical, TR-FRET, uHTS, NAE and Ubc12. calls only at 25 µM. actives 0.58% (n = 360,000). AID 651699, 2012; in the data active = inhibition above about 36%
Rpn11 block: Rpn11 (PSMD14) deubiquitinase inhibitors, primary screen, biochemical, fluorescence polarization, uHTS. 26S proteasome non-ATPase regulatory subunit 14 (Homo sapiens), O00487. actives 0.59% (n = 360,000). human 26S proteasome, Ub4-pepOG fluorescence polarization; 20S core pre-blocked with epoxomicin. calls only at 20 µM. AID 588493, 2011;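 active = inhibition at 20 µM, scaled to each plate's controls, above about 33%, limit read from the data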
LMPTP block: LMPTP phosphatase inhibitors, primary screen, biochemical, fluorescence intensity, uHTS | Low molecular weight phosphotyrosine protein phosphatase (Homo sapiens), P24666 | recombinant LMPTP-A, OMFP fluorogenic substrate | inhibition, % at 20 µM | actives 0.22% (n = 360,000);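 active = compounds that cut the enzyme signal by at least half of the control window in the single-dose screen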;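 also: plate controls were DMSO wells with enzyme plus substrate for no effect and substrate without enzyme for full effect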
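test system = LMPTP-A | amount = 0.625 nM LMPTP-A final | reagent = fluorogenic phosphatase substrate OMFP at 400 µM final | incubation = 50 min at room temperature | benchmarks = no-enzyme low control, uninhibited high control | medium = Bis-Tris pH 6.0, DTT, detergent | signal = fluorescence intensity of OMFP turnover product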
SUMO1 PPI mod: modulators of SUMO1 protein-protein interactions, primary screen, biochemical, uHTS. actives 0.33% (n = 360,000). Small ubiquitin-related modifier 1 (Homo sapiens), P63165. AID 602429, 2012. SUMO1 binding to a labelled peptide, TR-FRET, 1 h. inhibition, % at 20 µM; in the data active = inhibition above about 37%
CSN inh: inhibitors of CSN-mediated cullin deneddylation, primary screen, biochemical, fluorescence polarization, uHTS | COP9 signalosome complex subunit 5 (Homo sapiens), Q92905 | Purified CSN, SCF-Nedd8-OG deneddylation | inhibition, % at 12.5 µM | actives 0.38% (n = 360,000) | AID 651999, 2013;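 active = pattern-corrected inhibition above about 35%, with an unprinted fluorescence ratio check between 0.5 and 1.5, limit read from the data, passing the limit was not always enough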;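 also: 0% = enzyme with substrate and 100% = substrate without enzyme; some results filed as inactive read as strong as hits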
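Schedule: reaction 90 min, room temperature / Assay system: HEK293T-derived human Csn5 enzyme / Input: Csn5 at 0.24 nM final / Measure: inhibition of Csn5 cleavage, % / Control set: substrate-only high control, full reaction low control / Technique: fluorescence polarization of the substrate / Buffer or medium: Tris/NaCl/DTT buffer, pH 7.5 / Reagent: SCFSkp2-Nedd8OG substrate at 10 nM final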
NadD inh: inhibitors of S. aureus NadD, primary screen, biochemical, colorimetric, uHTS | Nicotinate-nucleotide adenylyltransferase NadD (Staphylococcus aureus N315) | purified NadD enzyme, colorimetric absorbance read-out | inhibition, % at 20 µM | actives 0.78% (n = 360,000) | AID 602399, 2012; in the data active = inhibition above about 26%; also: some compounds past the cut are filed as inactive
Rin1-Abl PPI inh: inhibitors of Rin1-Abl protein binding, primary screen, biochemical, TR-FRET; inhibition, % at 7.35 µM; AID 588664, 2011; actives 0.4% (n = 360,000); in the data active = inhibition above about 5%, passing the limit was not always enough
DNMT1 block: human DNMT1 methyltransferase inhibitors, primary screen, biochemical, molecular beacon, fluorescence, HinP1I cleavage, uHTS | DNA (cytosine-5)-methyltransferase 1 (Homo sapiens), P26358 | inhibition (reported as % activation of signal), % at 10 µM | actives 0.83% (n = 360,000); in the data active = inhibition above about 50%
Target sequence (P26358 504-1616 limits assumed): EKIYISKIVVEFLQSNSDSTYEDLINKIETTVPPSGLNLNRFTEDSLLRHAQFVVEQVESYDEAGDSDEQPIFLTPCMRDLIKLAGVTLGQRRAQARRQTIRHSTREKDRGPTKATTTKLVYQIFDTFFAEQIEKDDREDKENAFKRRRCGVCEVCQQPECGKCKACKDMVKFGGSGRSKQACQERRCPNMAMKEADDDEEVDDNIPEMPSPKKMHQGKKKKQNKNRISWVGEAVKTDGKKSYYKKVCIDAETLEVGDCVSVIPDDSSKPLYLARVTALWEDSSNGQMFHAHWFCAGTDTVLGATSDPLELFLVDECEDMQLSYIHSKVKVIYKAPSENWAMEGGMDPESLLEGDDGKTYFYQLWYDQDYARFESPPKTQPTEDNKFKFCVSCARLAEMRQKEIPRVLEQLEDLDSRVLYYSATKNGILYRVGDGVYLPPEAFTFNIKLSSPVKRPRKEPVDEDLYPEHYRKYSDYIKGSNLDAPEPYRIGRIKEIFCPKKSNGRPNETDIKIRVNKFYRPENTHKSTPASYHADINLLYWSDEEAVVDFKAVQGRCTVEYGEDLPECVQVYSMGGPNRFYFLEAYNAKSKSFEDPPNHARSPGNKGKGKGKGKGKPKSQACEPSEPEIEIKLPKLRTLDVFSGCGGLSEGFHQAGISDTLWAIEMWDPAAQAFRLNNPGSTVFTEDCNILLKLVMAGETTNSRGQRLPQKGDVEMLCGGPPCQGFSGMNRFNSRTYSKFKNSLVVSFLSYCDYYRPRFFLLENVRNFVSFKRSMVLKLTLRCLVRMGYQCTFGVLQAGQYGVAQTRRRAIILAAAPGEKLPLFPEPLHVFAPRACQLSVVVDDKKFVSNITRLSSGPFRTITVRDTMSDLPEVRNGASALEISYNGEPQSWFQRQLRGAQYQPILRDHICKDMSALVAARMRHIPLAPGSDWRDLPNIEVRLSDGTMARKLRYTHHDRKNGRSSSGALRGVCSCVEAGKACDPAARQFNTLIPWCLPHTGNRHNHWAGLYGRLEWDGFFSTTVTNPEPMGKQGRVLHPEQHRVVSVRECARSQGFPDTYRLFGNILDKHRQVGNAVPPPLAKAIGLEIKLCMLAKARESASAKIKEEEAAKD
* hit, by the source's call; i = inactive; · = not tested or not shown.

(1) Cc1cccc(OCCn2c(-c3ccco3)nc3ccccc32)c1
(2) COc1ccc(/C(C)=N/N=C2/NC(=O)CC(C(=O)O)S2)cc1F (stereo not given)
(3) C/C(CC(=O)Nc1ccc(Cl)c(C(F)(F)F)c1)=N\NC(=O)c1cc2ccccc2cc1O
(4) COc1ccc(F)cc1-c1cc(C(=O)Nc2cccnc2)[nH]n1
(5) CCN1CCN(Cc2ccc(NC(=O)Nc3ccccc3OC)cc2)CC1
(6) O=C(CNc1ccc2ccccc2c1)N/N=C/c1cc2ccccc2nc1Cl
(7) Cc1ccccc1NC(=S)N1CCCC1
(8) COC(=O)[C@@]1(Cc2ccccc2)[C@H]2C(=O)N(C)C(=O)[C@H]2[C@H]2CN=C(SCc3ccc(C)cc3)N21
Assay by compound,1,2,3,4,5,6,7,8
Scp-1 inhibitor,12,-4,-10,·,-3,-27,-5,7
STEP inh,-5,2,-2,-1,-2,2,0,-1
Neddyl block,i,i,·,i,i,i,i,i
Rpn11 block,i,i,i,i,i,i,i,i
LMPTP block,2.8,-2.3,-0.2,1.3,0.1,2.0,-1.7,-2.6
SUMO1 PPI mod,-1,-1,5,-1,3,-13,-1,-2
CSN inh,-3,0,4,4,2,5,2,-2
NadD inh,3,-6,36*,1,-2,40*,0,1
Rin1-Abl PPI inh,0,-5,-4,-1,-4,-2,-3,-1
DNMT1 block,-2,2,-32,3,4,-23,1,0

(9) O=S(=O)(c1cccc(-c2cn3cc(Cl)ccc3n2)c1)N1CCOCC1
(10) O=C(NC1=NCCS1)c1nc(-c2ccccc2)n(-c2ccccc2)n1
(11) CCN(CC)C(=O)Cn1c(=O)n(-c2ccccc2)c(=O)n1CC(=O)N(CC)CC
(12) O=C1C(=O)N(Cc2ccco2)C(c2cccs2)/C1=C(\O)c1cccc([N+](=O)[O-])c1 (stereo not given)
(13) Cc1cc(-c2n[nH]c(=S)n2/N=C/C(Br)=C/c2ccccc2)n[nH]1
(14) O=C(NC1CCCCC1)c1ccc(COCC(F)(F)F)o1
(15) O=C(COC(=O)c1ccc2ccccc2n1)Nc1cccc(S(=O)(=O)NC2=NCCCCC2)c1
(16) COc1ccccc1OCCC(=O)OCC(=O)Nc1cc(S(=O)(=O)N(C)C)ccc1Cl
Assay by compound,9,10,11,12,13,14,15,16
Scp-1 inhibitor,-1,-5,7,-23,1,-2,-3,-9
STEP inh,2,-5,-3,3,-2,1,1,0
Neddyl block,i,i,i,i,i,i,i,i
Rpn11 block,i,i,i,i,i,i,i,i
LMPTP block,0.8,2.5,-2.5,-1.4,-0.2,-1.3,-0.3,1.3
SUMO1 PPI mod,4,5,0,-9,11,0,-9,6
CSN inh,-1,2,3,-1,4,4,-2,1
NadD inh,6,9,-1,3,17,3,-2,-5
Rin1-Abl PPI inh,0,3,-2,-2,-4,-2,0,-1
DNMT1 block,-2,7,0,2,9,3,-9,-1

(17) O=C(CN(C1CCCCC1)S(=O)(=O)c1ccccc1)NCc1ccco1
(18) COc1ccc(CN(C)CC(=O)N2CCc3ccccc3C2)cc1
(19) CC(=O)C1=C(C)Nc2ncnn2C1c1ccccc1OCc1ccccc1 (stereo not given)
(20) COc1ccc2c(c1)CCCN2C(N)=O
(21) CCOC(=O)C1=C(O)C(=O)N(Cc2cccnc2)C1c1ccc(C)cc1 (stereo not given)
(22) COc1ccc(CCC(=O)NC2=NCCS2)cc1OC
(23) CCOc1ccccc1C=NN=Cc1ccccc1O
(24) Cc1ccc(C)c(N2CC(O)(c3cccs3)[N+]3=C2CCCC3)c1 (stereo not given)
Assay by compound,17,18,19,20,21,22,23,24
Scp-1 inhibitor,16,-5,6,0,0,-2,2,0
STEP inh,-1,-4,1,-1,-2,-1,1,2
Neddyl block,i,i,i,i,i,i,i,i
Rpn11 block,i,i,i,i,i,i,i,i
LMPTP block,-1.1,-1.0,-1.0,-0.4,0.0,0.5,0.6,-3.0
SUMO1 PPI mod,0,2,5,0,-4,-1,2,5
CSN inh,15,1,3,2,-9,1,6,-9
NadD inh,2,-5,2,-2,0,2,-1,-2
Rin1-Abl PPI inh,-2,1,-3,2,5,-1,3,-3
DNMT1 block,4,1,-1,1,0,-3,-1,4

(25) COc1ccccc1CNC(=O)C/C(C)=N/NC(=O)Cc1ccc(Cl)cc1
(26) COC(=O)c1c(-c2ccccc2OC)sc2ccccc12
(27) Cc1ccn(C(C)CC(=O)Nc2ccc(-c3ccno3)cc2)n1 (stereo not given)
(28) CC(NC(=O)CN(C)CC(=O)Nc1ccc(Cl)c(C(F)(F)F)c1)c1ccccc1 (stereo not given)
(29) Cc1ccc(S(=O)(=O)NC(C)(C)CSc2ccccn2)cc1
(30) O=C(c1ccc(-n2cccn2)cc1)N1CCc2ccccc2C1
(31) COc1ccc(C)cc1NC(=O)CCCN1C(=O)CCC1=O
(32) CC1CN(S(=O)(=O)c2csc(C(=O)Nc3ccccc3)c2)CC(C)O1 (stereo not given)
Assay by compound,25,26,27,28,29,30,31,32
Scp-1 inhibitor,-5,-13,14,-6,-7,-13,0,-15
STEP inh,-2,2,-3,-1,-5,-5,-2,-2
Neddyl block,i,i,i,i,i,i,i,i
Rpn11 block,i,i,i,i,i,i,i,i
LMPTP block,-0.8,3.8,0.1,1.3,-0.7,-0.2,0.4,0.2
SUMO1 PPI mod,-7,5,-1,5,2,6,0,7
CSN inh,-3,0,5,5,-15,0,4,-1
NadD inh,-3,-15,-7,-2,-1,-3,-3,-5
Rin1-Abl PPI inh,3,-1,5,-2,3,2,-4,-2
DNMT1 block,2,-3,4,-2,0,7,-7,0

(33) Cc1cc(C)cc(N(C(=O)c2csnn2)C(C(=O)NC(C)(C)C)c2ccncc2)c1 (stereo not given)
(34) CCCS(=O)(=O)c1ccc(COC(=O)Cc2ccc([N+](=O)[O-])cc2)cc1
(35) O=C(O)c1ccc(/C=N/Nc2nc3ccccc3[nH]2)cc1
(36) COc1ccccc1S(=O)(=O)Cc1ccc(C(=O)NCCN2CCCCCC2)o1
(37) COc1ccc(Cl)cc1NC(=O)NCc1ccco1
(38) COc1ccc(SCCN2CC[C@@H](C)CCC2=O)cc1
(39) CCCn1c(=O)c2ccccc2n2c(SCC(=O)N3CCc4ccccc4C3)nnc12
(40) O=C(CCN1C(=O)c2ccccc2C1=O)NNC(=O)c1ccc(Cl)cc1Cl
Assay by compound,33,34,35,36,37,38,39,40
Scp-1 inhibitor,1,-10,38,-4,-1,-6,9,0
STEP inh,2,1,49*,-1,-2,2,0,-3
Neddyl block,i,i,i,i,i,i,i,i
Rpn11 block,i,i,i,i,i,i,i,i
LMPTP block,-1.3,1.5,14,24,2.0,-2.0,-0.5,-1.8
SUMO1 PPI mod,-1,-12,-9,-9,2,0,-2,-4
CSN inh,-7,0,4,-1,-6,0,1,-5
NadD inh,-1,-6,-3,10,0,-6,-1,-5
Rin1-Abl PPI inh,0,0,-3,-4,2,2,1,2
DNMT1 block,1,-6,2,-5,-2,2,-1,-2

(41) COC(=O)C[C@H]1c2cc(C(F)(F)F)ccc2S(=O)(=O)N1c1ccc(N(C)C)cc1
(42) COc1ccc(NC(=O)Nc2ccc3c(c2)C(=O)N([C@@H](C)CO)C[C@@H](C)[C@@H](CN(C)S(=O)(=O)c2cccs2)O3)cc1
(43) Cc1cc(C(=O)N/N=C/c2cn[nH]c2-c2ccccc2)cs1
(44) c1ccc(-n2cnnc2SCc2cn3ccsc3n2)cc1
(45) CC1=CCC2C(=O)N(c3cccc(C(=O)NC(C)c4ccccc4)c3)C(=O)C2C1 (stereo not given)
(46) COc1ccc(CNC(=O)C2CCCN(c3nc4ccccc4o3)C2)c(OC)c1 (stereo not given)
Assay by compound,41,42,43,44,45,46
Scp-1 inhibitor,0,-8,-7,-1,-9,-8
STEP inh,-2,1,-6,1,-2,4
Neddyl block,i,i,i,i,i,i
Rpn11 block,i,i,i,i,i,i
LMPTP block,-0.7,1.5,-0.6,-1.2,-0.2,-1.2
SUMO1 PPI mod,-1,8,-3,0,-4,1
CSN inh,1,-2,6,0,-5,6
NadD inh,-3,18,-2,6,-5,-4
Rin1-Abl PPI inh,0,6,1,3,0,-2
DNMT1 block,-2,-14,1,3,3,0

Four compounds already listed, arranged by molar mass, smallest number first.
(44) c1ccc(-n2cnnc2SCc2cn3ccsc3n2)cc1
(45) CC1=CCC2C(=O)N(c3cccc(C(=O)NC(C)c4ccccc4)c3)C(=O)C2C1 (stereo not given)
(46) COc1ccc(CNC(=O)C2CCCN(c3nc4ccccc4o3)C2)c(OC)c1 (stereo not given)
(41) COC(=O)C[C@H]1c2cc(C(F)(F)F)ccc2S(=O)(=O)N1c1ccc(N(C)C)cc1
Assay by compound,44,45,46,41
Scp-1 inhibitor,-1,-9,-8,0
STEP inh,1,-2,4,-2
Neddyl block,i,i,i,i
Rpn11 block,i,i,i,i
LMPTP block,-1.2,-0.2,-1.2,-0.7
SUMO1 PPI mod,0,-4,1,-1
CSN inh,0,-5,6,1
NadD inh,6,-5,-4,-3
Rin1-Abl PPI inh,3,0,-2,0
DNMT1 block,3,3,0,-2

Screening data: PubChem, several laboratories
